LYPLA2 counter – LYPLA2 inhibitors, primary screen, counter-screen for PME1 inhibitor project, biochemical, fluorescence polarization, FP-Rh probe ABPP. Acyl-protein thioesterase 2 (Homo sapiens), O95372. recombinant LYPLA2. inhibition, % at 5.9 µM. 320,000 tested, 0.38% active. AID 2177, 2009;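 active means inhibition above the screen-wide mean plus 3 SD, limit set per campaign, cut at about 26% in these data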;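 further: 0% = LYPLA2 with DMSO and 100% = wells lacking LYPLA2 enzyme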
Target sequence (O95372 whole entry, looked up): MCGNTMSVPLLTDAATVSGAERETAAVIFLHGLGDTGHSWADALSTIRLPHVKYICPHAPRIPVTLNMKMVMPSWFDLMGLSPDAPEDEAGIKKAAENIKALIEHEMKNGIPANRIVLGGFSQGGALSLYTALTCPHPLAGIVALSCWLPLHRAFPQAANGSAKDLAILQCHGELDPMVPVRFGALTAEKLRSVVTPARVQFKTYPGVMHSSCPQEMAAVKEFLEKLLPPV
PREPL inh – PREPL enzyme inhibitors, primary screen, biochemical, fluorescence polarization; recombinant PREPL, fluorescence polarization activity-based probe; inhibition, % at 5.96 µM; 320,000 tested, 0.68% active; AID 2751, 2010; in the data active means inhibition above about 43%;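 further: 0% = enzyme with DMSO and 100% = wells lacking enzyme; many of its hits are not listed in these tables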
LYPLA1 counter – LYPLA1 inhibitors, primary screen, counter-screen for PME1 inhibitor project, biochemical, fluorescence polarization, FP-Rh probe ABPP | inhibition, % at 5.9 µM | 320,000 tested, 0.16% active | Acyl-protein thioesterase 1 (Homo sapiens), O75608 | recombinant LYPLA1;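 active means inhibition above the mean of all tested compounds plus 3 SD, set per campaign, cut at about 14% in these data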;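 further: inhibitors block serine hydrolase probe labeling of LYPLA1 so polarization falls; 0% = enzyme with DMSO and 100% = wells lacking LYPLA1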
Target sequence (O75608 whole entry, looked up): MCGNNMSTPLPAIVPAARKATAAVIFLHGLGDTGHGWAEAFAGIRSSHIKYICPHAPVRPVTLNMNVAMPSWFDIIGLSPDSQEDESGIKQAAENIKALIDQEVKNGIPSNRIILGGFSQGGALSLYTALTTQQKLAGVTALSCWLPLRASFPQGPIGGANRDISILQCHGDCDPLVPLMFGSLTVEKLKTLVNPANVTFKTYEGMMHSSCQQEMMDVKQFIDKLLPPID
PAFAH1B2 inh – PAFAH1B2 enzyme inhibitors, primary screen, biochemical, fluorescence polarization, human | Platelet-activating factor acetylhydrolase IB subunit alpha2 (Homo sapiens), P68402 | recombinant PAFAH1B2, FP-rhodamine activity probe | inhibition, % at 3.39 µM | 340,000 tested, 1.2% active | AID 492953, 2010;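 active means inhibition above the mean of all tested compounds plus 3 SD, cut at about 24% in these data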;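 further: 0% = enzyme with DMSO and 100% = wells lacking PAFAH1B2; many of its hits are not listed in these tables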
Target sequence (P68402 whole entry, looked up): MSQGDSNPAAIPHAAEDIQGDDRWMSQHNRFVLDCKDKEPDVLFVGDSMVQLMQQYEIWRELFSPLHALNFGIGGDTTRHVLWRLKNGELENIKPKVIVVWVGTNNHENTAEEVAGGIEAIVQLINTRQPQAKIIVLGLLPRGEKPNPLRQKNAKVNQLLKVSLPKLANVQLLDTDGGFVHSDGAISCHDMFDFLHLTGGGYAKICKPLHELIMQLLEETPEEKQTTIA
PAFAH2 FP inh – PAFAH2 enzyme inhibitors, primary screen, biochemical, fluorescence polarization, human | Platelet-activating factor acetylhydrolase 2, cytoplasmic (Homo sapiens), Q99487 | recombinant PAFAH2, FP-rhodamine activity probe | inhibition, % at 3.39 µM | 340,000 tested, 0.99% active | AID 492956, 2010;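 active means inhibition above the mean over all tested compounds plus 3 SD, cut at about 30% in these data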;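 further: inhibitors block probe labeling of enzyme so polarization drops; 0% = enzyme with DMSO and 100% = wells lacking PAFAH2 protein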
PAFAH1B3 inh – PAFAH1B3 enzyme inhibitors, primary screen, biochemical, fluorescence polarization, human. recombinant PAFAH1B3, FP-rhodamine probe. 340,000 tested, 0.28% active. Platelet-activating factor acetylhydrolase IB subunit alpha1 (Homo sapiens), Q15102. inhibition, % at 3.39 µM;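 active means inhibition above the screen-wide average of all tested compounds plus 3 SD, cut at about 25% in these data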;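 further: 0% = enzyme with DMSO only and 100% = wells lacking PAFAH1B3 protein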
Target sequence (Q15102 whole entry, looked up): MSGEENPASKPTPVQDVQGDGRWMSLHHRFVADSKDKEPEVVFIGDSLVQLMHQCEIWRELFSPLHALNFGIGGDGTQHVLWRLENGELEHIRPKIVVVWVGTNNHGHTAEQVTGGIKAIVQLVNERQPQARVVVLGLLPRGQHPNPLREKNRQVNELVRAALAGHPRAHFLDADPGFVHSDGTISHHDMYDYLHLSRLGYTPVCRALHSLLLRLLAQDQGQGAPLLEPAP
pPAFAH FP inh – pPAFAH enzyme inhibitors, primary screen, biochemical, fluorescence polarization, human | recombinant pPAFAH, FP-rhodamine probe fluorescence polarization | inhibition, % at 3.39 µM | 330,000 tested, 1.5% active;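 active means inhibition above the mean inhibition across the screen plus 3 SD, cut at about 25% in these data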;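 further: inhibitors block binding of the rhodamine activity-based probe so polarization drops; 0% = enzyme with DMSO and 100% = wells lacking pPAFAH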
PAD4 FP inh – human PAD4 inhibitors, primary screen, biochemical, fluorescence polarization, 1536-well format. 330,000 tested, 0.41% active. inhibition, % at 6.36 µM. recombinant PAD4, RCA probe fluorescence polarization. Protein-arginine deiminase type-4 (Homo sapiens), Q9UM07;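 active means percent inhibition above a cutoff equal to the mean of all tested compounds plus 3 SD, cut at about 15% in these data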;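 further: 0% = PAD4 with RCA probe and DMSO and 100% = probe without PAD4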
GSTO1 inh – inhibitors of recombinant GSTO1, primary screen, counter-screen for RBBP9 inhibitor project, biochemical, fluorescence polarization; 300,000 tested, 1.1% active; AID 1974, 2009; inhibition, % at 5.96 µM; activity-based probe fluorescence polarization; Glutathione S-transferase omega-1 (Homo sapiens), P78417;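 active means inhibition above the campaign mean inhibition plus 3 SD, cut at about 35% in these data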;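 further: 0% = GSTO1-1 with DMSO and 100% = wells lacking GSTO1-1 enzyme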
Numbers without * were called inactive; . = no result given.

SMILES	LYPLA2 counter	PREPL inh	LYPLA1 counter	PAFAH1B2 inh	PAFAH2 FP inh	PAFAH1B3 inh	pPAFAH FP inh	PAD4 FP inh	GSTO1 inh
CCCOc1ccc(N2C(=O)CC(SC(=NC)Nc3ccc(F)cc3)C2=O)cc1 (stereo unspecified)	1	9	-1	1	2	7	-3	0	1
COCCSc1nnc(NC(=O)c2cc(C(=O)OC)cc([N+](=O)[O-])c2)s1	1	4	-4	-1	17	9	4	-5	-4
CC(=O)N1Cc2ccccc2CC1C(=O)O (stereo unspecified)	4	4	2	3	2	7	7	-3	-2
CC12CC3CC(C)(C1)CC(C(=O)N1CCN(C(=O)C4CCCO4)CC1)(C3)C2 (stereo unspecified)	-3	2	-3	9	5	6	5	-1	4
Cn1c2ccccc2c(=O)c2cc(C#CC3=CCCCC3)ccc21	-1	10	-7	-6	7	-9	14	4	.
CCCCCCCN1C(N(C)C)=NC[C@@H]1Cc1ccccc1	-10	-2	-2	0	6	-8	-3	2	15
Cc1ccc(S(=O)(=O)N(C)CCCC(=O)Nc2cccc3ccccc23)cc1	-3	-4	-6	0	-1	-2	-4	-1	-4
Cc1ccc(-n2ccc(=O)c(C(=O)O)n2)cc1	0	1	-2	4	-2	6	5	-7	-1
COc1ccc([C@H]2C=C(C(=O)O)O[C@@H](OCCCCO)C2)cc1	1	-2	-3	-5	0	1	0	-4	-3
Cc1occc1C(=O)NNC(=S)NCc1ccc(Cl)cc1	1	2	0	5	3	16	1	0	6
Cc1nnc(NC(=O)c2c(-c3ccccc3Cl)noc2C)s1	-4	-9	0	2	8	-1	4	0	3
O=C(O)CSc1nnc(Cc2ccccc2)n1Cc1ccccc1	0	7	-2	18	-8	6	2	0	-1
CCOC(Cn1c(SCc2cc(C(C)=O)ccc2OC)nc2ccccc2c1=O)OCC	4	14	-3	-3	7	4	0	-4	12
O=C(NC(Cc1ccccc1)C(=O)O)/C(=C/c1ccco1)NC(=O)c1cccc([N+](=O)[O-])c1 (stereo unspecified)	3	5	-4	3	0	12	-3	-8	4
CCCNc1c(NS(=O)(=O)c2cccc(C#N)c2)c(=O)oc2ccccc12	8	8	-2	5	-5	7	8	-1	-1
FC(F)(F)c1cccc(-c2ccn3ncnc3n2)c1	12	-4	7	4	5	5	4	-6	6
N#CC1=C(N)Oc2cc(N)ccc2C1c1ccccc1F (stereo unspecified)	3	14	-4	3	2	-1	22	-5	-3
O=C(CNC(=O)c1ccccc1)N/N=C/c1ccc([N+](=O)[O-])o1	-3	-6	-2	2	1	2	-1	-4	20
COc1ccc(N(CC(=O)N2CCN(c3ccccc3F)CC2)S(=O)(=O)c2c(C)noc2C)cc1	4	-12	-4	1	4	5	4	4	4
COC(=O)c1ccccc1NC(=O)c1nc2nc(C)cc(C)n2n1	0	13	-1	-4	-5	6	5	-2	10
O=C(Nc1ccccc1)c1ccccc1Oc1ccc(C(F)(F)F)cc1[N+](=O)[O-]	1	11	-3	-3	12	1	-2	-3	-4
Cc1ccc(NC(=O)Cc2nnc(SCC(=O)Nc3ccccc3)n2C)cc1	-2	0	-1	1	8	6	-1	1	-2
Cc1[nH]n(-c2ccc([N+](=O)[O-])cc2)c(=O)c1C=NCCN1CCN(C(=O)C(C)C)CC1	0	7	-1	-5	-1	-3	4	-4	3
CCSc1nnc(-c2cc3c(s2)-c2ccccc2CC3)o1	-5	3	-5	-4	-3	-3	7	1	11
COc1ccc(S(=O)(=O)N(CC(=O)NC2CCCCC2)c2ccc(F)cc2)cc1	-7	10	-3	4	4	0	-4	-1	2
Cc1nc(C(F)(F)F)c(C(=O)NC(=O)Nc2ccccc2)s1	2	-5	2	6	5	7	-3	-5	-10
O=C1c2ccccc2NC(c2ccc(Cl)cc2Cl)N1O (stereo unspecified)	-3	-10	-4	4	-2	5	2	-2	9
CCOc1ccc(OC(=O)C(CCS(C)(=O)=O)N2C(=O)c3ccccc3C2=O)cc1 (stereo unspecified)	9	18	3	1	-7	8	4	-3	12
CC(C)(C)NC(=O)C(c1ccccn1)N(C(=O)c1csnn1)C1CCCCC1 (stereo unspecified)	-6	8	-2	8	-3	6	-3	-8	-4
O=C(NCCC1CCCCN1S(=O)(=O)c1ccc(F)cc1)C(=O)Nc1ccccc1 (stereo unspecified)	2	-14	-1	5	4	-3	2	-2	0
O=C(CN1CCN(Cc2ccccc2)CC1)NCC1COc2ccccc2O1 (stereo unspecified)	-1	13	3	2	9	2	7	-3	0
CCS(=O)(=O)Nc1ccc(C(=O)c2ccccc2)cc1	6	7	4	-2	1	-7	2	0	0
O=C(NC1=NCCS1)C1CC(=O)N(c2ccc(F)cc2)C1 (stereo unspecified)	-8	14	-5	0	-4	1	-5	-7	-8
CCOc1ccc(N=CC2=C(O)CC(C)(C)CC2=O)cc1	-1	4	0	6	-5	8	0	4	10
CC1CCCC(C)N1C(=O)c1ccc2c(c1)S(=O)(=O)c1ccccc1C2=O (stereo unspecified)	6	16	1	2	-5	6	1	-4	-5
Clc1ccc(-c2nnc(N3CCCC3)nn2)cc1	7	4	0	-1	-2	2	50*	-1	2
CCOC(=O)C1=C(O)/C(=C/c2cc(OC)c(OC)c(OC)c2)SC1=Nc1ccc(OC)cc1	6	19	1	4	-3	-4	3	1	7
Cc1ccc(S(=O)(=O)N2CCCC2C(=O)O)cc1 (stereo unspecified)	7	-1	0	-1	1	15	4	-1	3
CCCn1nnc(NC(=O)COc2ccc(Cl)cc2)n1	7	13	1	3	3	8	-1	-2	3
COc1ccc(OC)c(C(=O)c2ccc(C(=O)Nc3ccc4ccccc4c3)cc2)c1	-32	-9	-4	-2	-18	9	-21	1	2
COc1ccc(C)cc1Nc1n[n+](-c2ccccc2)c(-c2cccc(Cl)c2Cl)s1	-16	-26	-7	6	-3	5	-3	0	1
CCOc1ccc(NC(=O)[C@@H]2CCCN2C(=O)c2cccs2)cc1S(=O)(=O)N1CCOCC1	5	2	1	4	-5	5	2	-7	.
CCOC(=O)c1c(NC(=O)CN(C)C2CCN(C)CC2)sc(C(=O)Nc2ccccc2)c1C	-7	9	-5	-1	-5	5	-1	-2	5
O=C(N1CCN(c2ccccc2)CC1)C(F)(F)C(F)F	1	-2	-1	0	-10	-4	-3	1	1
CCOC(=O)C1(C)/C(=N/Nc2ccccc2OC)C(=O)C(=O)N1c1ccccc1 (stereo unspecified)	-1	2	1	5	7	6	5	0	5
O=C1CN(C(=O)C2CC2)c2ccccc2N1	7	-2	1	3	-4	-4	6	2	0
CCN1C(=O)[C@H]2[C@@H](c3ccc(-c4ccc5c(c4)OCO5)c(OC)c3)N[C@@](CC(C)C)(C(=O)OC)[C@H]2C1=O	-5	0	-4	1	-4	20	3	0	-2
O=C(Nc1cnc2ccccn2c1=O)c1ccc(F)cc1	0	-1	-3	4	0	7	4	-2	-3
Fc1cnc(N/N=C/c2ccc(-c3ccc(Br)cc3)o2)nc1N1CCOCC1	1	12	14	-4	1	1	19	-5	-3
Cn1nc([N+](=O)[O-])nc1Sc1nnnn1-c1ccc(C(=O)O)cc1	2	-6	-1	3	-4	-3	1	-3	-9
CCN(c1ccccc1)S(=O)(=O)c1ccc(Cl)c(NC(=O)COC(=O)c2ccc[nH]c2=O)c1	-8	-1	-8	-1	1	-3	-2	-4	-2
COC(=O)c1ccccc1NC(=O)c1cccc(NC(=O)CSCc2ccccc2)c1C	8	-5	3	2	0	5	-3	1	1
CCc1ccccc1NC(=O)CNCC(=O)Nc1ccccc1CC	2	3	6	1	-2	9	-1	-6	0
O=C(O)C1CCCN1S(=O)(=O)c1ccc2c(c1)CCC2 (stereo unspecified)	4	2	0	4	-3	7	6	6	0
CCOC(=O)COc1ccc(S(=O)(=O)N2CCN(c3ccccc3)CC2)cc1	-3	-46	-2	1	-6	0	-3	-4	6
CCOc1cc(S(=O)(=O)Nc2ccncc2)ccc1F	-2	-2	0	-1	2	2	8	4	2
O=C(c1cccc(-n2cnnn2)c1)N1CC=C(c2ccccc2)CC1	-4	16	-5	0	2	-7	4	-3	4
Cc1ccc(NC(=O)N2CCCc3ccccc32)cc1	5	-9	4	5	0	7	3	-3	0
CCOC(=O)C1=C(O)/C(=C/c2ccc(OCC(=O)Nc3ccc(C)cc3)cc2)N=C1C	-12	0	-7	3	-2	5	0	0	-2
CC(C)=CCc1c(O)cc(O)c2c1OC(c1ccc(O)cc1)CC2=O (stereo unspecified)	-4	7	-4	5	-3	0	3	1	3

(next part)
SMILES	LYPLA2 counter	PREPL inh	LYPLA1 counter	PAFAH1B2 inh	PAFAH2 FP inh	PAFAH1B3 inh	pPAFAH FP inh	PAD4 FP inh	GSTO1 inh
Cc1cccc(C)c1OCc1nnc2c3cnn(C)c3ncn12	2	7	-6	0	6	4	6	-2	8
CCCn1nc(Oc2nc(NC(C)C)nc(N(C)C)n2)ccc1=O	9	14	2	7	6	7	2	2	8
Cc1cc(C)cc(OCC(=O)N2N=C(c3cccnc3)CC2(O)C(F)(F)F)c1 (stereo unspecified)	-4	-4	0	-1	-1	7	5	1	14
CCC1(C)Cc2c(sc(NC(=O)CCC(=O)O)c2C#N)CO1 (stereo unspecified)	8	-1	3	2	2	4	1	7	5
Cc1cccc(CSc2ccc(S(=O)(=O)N3CCCC3)cn2)c1	-5	15	1	3	-5	4	2	-4	.
COc1ccc(NC(=O)Cn2cc(C(C)=O)c3ccccc32)cc1	3	-4	-3	-3	6	-2	2	0	0
Cn1c(CN2CCCCC2)nc2cc(NS(=O)(=O)c3ccc(Cl)cc3)ccc21	0	6	2	13	9	5	3	-4	16
N#C/C(=C\c1ccc([N+](=O)[O-])cc1)C(=O)NCCCn1ccnc1	-2	-2	-2	3	2	9	7	1	-5
CC(NC(=O)CSc1nnc(CC(=O)Nc2ccc(Cl)c(Cl)c2)n1C)c1ccccc1 (stereo unspecified)	-6	11	0	0	-2	1	5	-6	8
CN(C)NC(=S)NC1CCS(=O)(=O)C1 (stereo unspecified)	-2	-5	-1	0	-5	-3	-14	-1	5
CCN(c1ccccc1)S(=O)(=O)c1ccc(NCC2COc3ccccc3O2)nc1 (stereo unspecified)	-6	4	-10	-1	1	3	1	0	0
Cc1nc2ccc(Br)cc2c2c1CC(CO)O2 (stereo unspecified)	2	0	1	3	-10	11	6	-1	-1

3 neighbouring compounds from above, for reference:
SMILES	LYPLA2 counter	PREPL inh	LYPLA1 counter	PAFAH1B2 inh	PAFAH2 FP inh	PAFAH1B3 inh	pPAFAH FP inh	PAD4 FP inh	GSTO1 inh
COc1ccc(NC(=O)Cn2cc(C(C)=O)c3ccccc32)cc1	3	-4	-3	-3	6	-2	2	0	0
Cn1c(CN2CCCCC2)nc2cc(NS(=O)(=O)c3ccc(Cl)cc3)ccc21	0	6	2	13	9	5	3	-4	16
N#C/C(=C\c1ccc([N+](=O)[O-])cc1)C(=O)NCCCn1ccnc1	-2	-2	-2	3	2	9	7	1	-5

These rows are one share of the data; count on the stated rates, not on these rows.
